Screens: PubChem, National Center for Advancing Translational Sciences (NCATS)
GAA glycogen mod – inhibitors or activators of human alpha-glucosidase glycogen cleavage. recombinant GAA, glycogen substrate, Amplex Red glucose oxidase fluorescence. Potency, µM (series often up to 76.4 µM), without a hit: at the top dose activity change, negative = inhibition, usual class: inhibitors. P10253. actives 0.38% (n = 300,000); active means well fitted inhibition curve with a large enough effect;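 further: 0% = full enzyme reaction and -100% = no-enzyme basal signal; the screen sought inhibitors and activators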
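Recombinant human enzyme (4 nM); glycogen substrate; 37 C, 40 min, pH 5.0. Readout: coupled glucose oxidase/Amplex Red fluorescence.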
Active calls of the source: *; [ ] = remark or other dose. Potency means the concentration at half of the fitted maximal effect. An excerpt (hit frequency here may not be typical).

SMILES	GAA glycogen mod
COc1cc(CNn2c(C)n[nH]c2=S)cc(Br)c1OCC(=O)NC(C)(C)C	-12%[3.05 µM]
COc1ccc(NC(=O)C2CCCN(S(=O)(=O)c3ccc4c(c3)CC(C)N4C(C)=O)C2)cc1 (stereo not drawn)	-2%[76.3 µM]
Cn1ncc(Br)c1C(=O)NC1CCCC1	-12%[76.3 µM]
COc1ccc(-c2c(NC(=O)CC(C)C)n(C)c3ccccc3c2=O)cc1OC	5%
N=c1c(C(=O)NCCc2ccccc2)cc2c(=O)n3ccccc3nc2n1CCCN1CCOCC1	3%
O=C(NCc1ccccc1)C(c1ccc(O)cc1)N(C(=O)c1cnccn1)c1ccccc1 (stereo not drawn)	2%
Cc1[nH]c(C(=O)O)c(C#N)c1C(=O)c1ccccc1	3%
Cc1ccc(C(=O)O)cc1NS(=O)(=O)c1ccc2c(c1)oc(=O)n2C	6%
Cc1ccc(C(=O)COC(=O)CN2C(=O)C3C4CC(C(Br)C4Br)C3C2=O)cc1 (stereo not drawn)	-2%[76.3 µM]
COc1cccc(NC(=O)c2c(C)nn(-c3ccccc3)c2Cl)c1	-13%[76.3 µM]
O=C(NCCCn1ccnc1)C1CCCN(S(=O)(=O)c2ccc(F)cc2)C1 (stereo not drawn)	1%
CCOc1ccc(CC(=O)NCC(=O)NCc2cc(=O)n(C)c(=O)n2C)cc1	16%[76.3 µM]
N#CCOc1ccccc1P(=O)(c1ccccc1)c1ccccc1	3%
CCC(O)c1nc2ccccc2n1CCc1ccccc1 (stereo not drawn)	0%
CC(=O)Nc1ccc(NC(=O)CSc2nnc(NC(=O)C3CC(=O)N(c4ccccc4)C3)s2)cc1 (stereo not drawn)	-15%[76.3 µM]
CCN(CC)c1ccc(C(=O)Nn2cnc3ccccc3c2=O)cc1	5%
O=C(CCCCCN1C(=O)c2ccccc2C1=O)Nc1ccccc1F	3%
Cc1cc(C)cc(NC(=O)C2CCN(S(C)(=O)=O)CC2)c1	-5%[76.3 µM]
CCNC(=O)/C(C#N)=C/c1c(N2CCN(c3cccc(Cl)c3)CC2)nc2c(C)cccn2c1=O	-6%
Cn1cccc1/C=N/NC(=O)c1cccs1	2%[76.3 µM]
COc1ccc(C(=O)N2CCN(Cc3ccccn3)CC2)cc1	6%
COc1ccc(Cl)cc1NCCC(O)c1ccc(F)cc1 (stereo not drawn)	1%
COc1ccc(S(=O)(=O)N2CCC(C(=O)NC3CC3)CC2)cc1OC	-6%[76.3 µM]
CC(C)(C)CC(=O)Nc1cc2c3c(c1)CC(=O)N3CCC2	-2%[76.3 µM]
CCC(C)[C@H]1COCCS(=O)(=O)N1Cc1ccc(Cl)cc1Cl (stereo partly drawn)	7%[76.3 µM]

Other compounds
SMILES	GAA glycogen mod
CCCCOc1ccc(C(=O)OCC(=O)NC2CCCC2)cc1	3%
Cc1cccc(NC(=O)C2CCN(S(=O)(=O)c3cccc4nonc34)CC2)c1	2%
COc1cc(OC)cc(N(C(=O)CNC(=O)c2ccco2)C(C(=O)NCC2CCCO2)c2ccccc2)c1 (stereo not drawn)	2%
CC(NS(=O)(=O)c1ccc2c(c1)CC(C)N2C(=O)C1CC1)c1ccccc1 (stereo not drawn)	-6%[76.3 µM]
O=S(=O)(Nc1ccccn1)c1ccc(Br)cc1	-10%[15.3 µM]
CCC(=O)Nc1ccc(C(=O)NNC(=O)c2cccc(C)c2)cc1	1%
Nc1nonc1-n1nnc(C(=O)N/N=C/c2ccccc2)c1CN1CCc2ccccc21	-4%
CCC1(c2ccc(F)cc2)NC(=O)N(CC(=O)NCc2ccc(F)cc2)C1=O (stereo not drawn)	0%
CCOC(=O)c1c(S(=O)(=O)Nc2ccc(F)cc2C)c(C)n(C)c1C	-3%[76.3 µM]
CCn1c(SCC(=O)Nc2cc(C)on2)nc2c([nH]c3ccccc32)c1=O	-8%[76.3 µM]
O=c1nc(-c2ccccc2Cl)c2cc(F)ccc2[nH]1	-15%[76.3 µM]
O=C(/C=C/c1ccccc1[N+](=O)[O-])NCCCN1CCCC1=O	0%[76.3 µM]
COC(=O)c1ccc(CO/N=C/c2ccccc2OC)cc1	0%
COc1ccc(OC)c(NC(=O)NNC(=O)COc2ccc([N+](=O)[O-])cc2)c1	3%[76.3 µM]
Cc1ccc(S(=O)(=O)N[C@H](C(=O)N2CCC(C(=O)N[C@H](C(=O)O)c3ccccc3)CC2)C(C)C)cc1	-13%[76.3 µM]
CCOC(=O)c1c(-c2ccccc2)oc2cc(Br)c(O)cc12	-7%
Cc1cc(=O)n2nc(N3CCC(C(=O)NCc4cccc(Cl)c4)CC3)sc2n1	-10%[76.3 µM]
Cc1c(OC(C)C(=O)O)ccc2c(-c3ccccc3)cc(=O)oc12 (stereo not drawn)	-5%
COc1ccc(C(OC(=O)c2ccco2)C(=O)NC2CCCC2)cc1OC (stereo not drawn)	-3%
CN1C(C(=O)N2CCc3ccccc3C2)=CC(c2ccc(F)cc2)=NS1(=O)=O	1%[76.3 µM]
O=C(NCC1CCCO1)c1cc2cc(Cl)ccc2[nH]1 (stereo not drawn)	3%[76.3 µM]
Cc1ccc(C)c(NC(=S)N2C3CCCC2CC(NC(=O)C2CC2)C3)c1 (stereo not drawn)	-7%
O=C(CN1CCN(S(=O)(=O)N2CCOCC2)CC1)Nc1cc(Cl)cc(Cl)c1	19%
CSc1ccc(NC(=O)C(C)N2CCN(C)CC2)cc1 (stereo not drawn)	5%
Cc1cccn2c(=O)c3cc(C(=O)NCCN4CCOCC4)c(=N)n(Cc4cccnc4)c3nc12	1%[76.3 µM]

Further compounds.
SMILES	GAA glycogen mod
O=C(Nn1cnc2ccccc2c1=O)c1ccccc1F	3%
COc1ccc(-n2c(=O)[nH]cc(C(=O)Nc3ccc4c(c3)OCCO4)c2=O)cc1OC	-11%[76.3 µM]
CCN(CC)CC(C)CNC(=O)C1(O)c2ccccc2NC(=O)N1c1ccc(Cl)c(Cl)c1 (stereo not drawn)	1%
O=C(CC1C(=O)NCCN1Cc1cccc(F)c1)NC1CCC1 (stereo not drawn)	-1%[76.3 µM]
CC(=O)c1ccc(N2CCN(C3CCC(C(C)(C)C)CC3)CC2)cc1 (stereo not drawn)	2%[76.3 µM]
CC(C)N(C(=O)Cn1c(SCC(=O)NC2CC2)nc2ccccc21)C(C)C	-1%
COc1ccccc1N1CCN(C(=O)NCc2cccc(C(F)(F)F)c2)CC1	-7%
O=C(NCCc1cnc[nH]1)Nc1cccc(C(F)(F)F)c1	-13%[76.3 µM]
COc1cccc(NC(=O)Cn2c(=O)n(C)c(=O)c3sc4c(c32)COC(C)(C)C4)c1	3%[76.3 µM]
CCN(CC)C(=O)COc1coc(CN2CCN(c3cccc(Cl)c3)CC2)cc1=O	-4%[76.3 µM]
COc1cccc(CNC(=O)c2cc(S(=O)(=O)N3CCCC3)cn2C)c1	-2%[76.3 µM]
COc1ccc(OCc2cc(C(=O)N(C)CCC3CCOCC3)no2)c(Cl)c1	4%[76.3 µM]
O=C(CN(Cc1ccccc1Cl)S(=O)(=O)c1ccc(Cl)cc1)N/N=C/c1ccc(C(=O)O)cc1	-11%[76.3 µM]
CCCCNC(=O)NNC(=O)C1CC1(c1ccccc1)c1ccccc1 (stereo not drawn)	6%
Cc1cc(C)n(CC(=O)N2CCc3ccccc32)c(=O)c1C#N	-2%
CSCC[C@H](NC(=O)Cc1c(C)c2c(cc(C)c3c(C)coc32)oc1=O)C(=O)O	-5%
COc1ccc(OC)c(CCNC(=O)CCc2nnc3ccc(N4CCOCC4)nn23)c1	-13%[76.3 µM]
Cc1ccc(NC(=O)N2CCCCCC2)c(C)c1	-1%[76.3 µM]
Cc1ccc(CNC(=O)c2ccc(Cn3nc(C)cc3C)o2)cc1	7%[76.3 µM]
CC(=O)Nc1cccc(NC(=O)CCCC2CCCCC2)c1	-2%[76.3 µM]
Cc1ccccc1-n1c(SCC(=O)Nc2cccc3ccccc23)nc(O)cc1=O	-1%[76.3 µM]
COc1ccc(/C=C2\C(=N)N3N=C(CC(=O)N4CCCCC4)SC3=NC2=O)cc1	3%[76.3 µM]
O=C(Nc1ccc(S(=O)(=O)Nc2cnc3ccccc3n2)cc1)c1cccc(OC(F)F)c1	1%
CC1Sc2ccc(S(=O)(=O)CCC(=O)NCc3ccccc3Cl)cc2NC1=O (stereo not drawn)	-5%[76.3 µM]
Cn1c2ccccc2c2nnc(SCC(=O)NC3CCCC3)nc21	1%

(next part)
SMILES	GAA glycogen mod
CC(C)(O)C(=O)N/N=C\c1ccc(OC/C=C/c2ccccc2)cc1	1%[76.3 µM]
CC(C)CCC(C)NC(=O)C1CCN(S(=O)(=O)/C=C/c2ccccc2)CC1 (stereo not drawn)	0%[76.3 µM]
C=CCN1CCN(C(=O)c2cc3c(s2)CCC(CC)C3)CC1 (stereo not drawn)	-9%[76.3 µM]
CCOC(=O)C1CCCN(C(=O)CCNC(=O)Cn2ccc3ccccc3c2=O)C1 (stereo not drawn)	-1%
Cc1ccc(S(=O)(=O)NCC(C)NS(=O)(=O)c2ccccc2[N+](=O)[O-])cc1 (stereo not drawn)	11%[76.3 µM]
CCc1cccc(NC(=O)CCNS(=O)(=O)c2cc(Br)cnc2N)c1	-16%[76.3 µM]
CCS(=O)(=O)C1=NN2C(=N)/C(=C\c3ccc(OCCOc4cccc(OC)c4)c(OC)c3)C(=O)N=C2S1	0%
COCCNC(=O)CN(C(=O)CCC(=O)Nc1ccccn1)c1ccc(C)c(C)c1	-3%[76.3 µM]
NC(=O)c1cc(S(=O)(=O)N2CCc3ccccc3C2)cs1	-2%
O=C1OC/C(=C(/O)c2ccc(Cl)cc2)C1=O	0%[76.3 µM]
COc1ccc(CCNC(=O)Nc2cccs2)c(OC)c1	-16%
CC(=O)N1CCN(c2ccc(NC(=O)C(c3ccccc3)c3ccccc3)cc2)CC1	-2%[76.3 µM]
COC(=O)c1ccc(C)c(NC(=O)C(CCSC)NC(=O)c2cc(OC)c(OC)c(OC)c2)c1 (stereo not drawn)	3%
O=C(Nc1ccc(N2CCN(C(=O)c3cccs3)CC2)cc1)c1ccccc1F	-1%
COCCNC(=O)C(c1ccc(F)cc1)N(Cc1cccs1)C(=O)CCC(=O)Nc1ccccn1 (stereo not drawn)	0%
Cc1[nH]c2ccccc2c1/C=N/NC(=O)c1ccccc1	-3%
CCCCCCC(O)(CCN1CCCCC1)c1ccccc1 (stereo not drawn)	1%
CN1C(=O)N(C)c2cccc3cccc1c23	5%
Cc1ccc2cc(C#N)c(N3CCCN(C(=O)c4cnccn4)CC3)nc2c1	3%
CCOC(=O)Cn1cnc2scc(-c3ccc(C)cc3)c2c1=O	-3%[76.3 µM]
Cc1ccc(-c2nc3c(c(SCC(=O)N4CCOCC4)n2)Cc2c(CO)cnc(C)c2O3)cc1	-1%[76.3 µM]
CCCCN(C(=O)c1ccc(S(=O)(=O)N(CC)CC)cc1)c1c(N)n(CCC)c(=O)[nH]c1=O	-7%[76.3 µM]
Cc1ccc(NC(=O)CN(C)C(=O)COC(=O)CNS(=O)(=O)c2ccc(Br)cc2Cl)cc1	-4%[76.3 µM]
CCOc1ccc2ccccc2c1/C=N/NC(=O)CNC(=O)c1ccccc1O	-6%
Cc1ccccc1NC(=O)Cc1nc(COC(=O)c2cccc(C)c2O)cs1	4%[76.3 µM]

A stretch of the results above, as a working copy:
SMILES	GAA glycogen mod
COCCNC(=O)CN(C(=O)CCC(=O)Nc1ccccn1)c1ccc(C)c(C)c1	-3%[76.3 µM]
NC(=O)c1cc(S(=O)(=O)N2CCc3ccccc3C2)cs1	-2%
O=C1OC/C(=C(/O)c2ccc(Cl)cc2)C1=O	0%[76.3 µM]
COc1ccc(CCNC(=O)Nc2cccs2)c(OC)c1	-16%
CC(=O)N1CCN(c2ccc(NC(=O)C(c3ccccc3)c3ccccc3)cc2)CC1	-2%[76.3 µM]
COC(=O)c1ccc(C)c(NC(=O)C(CCSC)NC(=O)c2cc(OC)c(OC)c(OC)c2)c1 (stereo not drawn)	3%
O=C(Nc1ccc(N2CCN(C(=O)c3cccs3)CC2)cc1)c1ccccc1F	-1%
COCCNC(=O)C(c1ccc(F)cc1)N(Cc1cccs1)C(=O)CCC(=O)Nc1ccccn1 (stereo not drawn)	0%
Cc1[nH]c2ccccc2c1/C=N/NC(=O)c1ccccc1	-3%
CCCCCCC(O)(CCN1CCCCC1)c1ccccc1 (stereo not drawn)	1%
CN1C(=O)N(C)c2cccc3cccc1c23	5%
Cc1ccc2cc(C#N)c(N3CCCN(C(=O)c4cnccn4)CC3)nc2c1	3%
CCOC(=O)Cn1cnc2scc(-c3ccc(C)cc3)c2c1=O	-3%[76.3 µM]
Cc1ccc(-c2nc3c(c(SCC(=O)N4CCOCC4)n2)Cc2c(CO)cnc(C)c2O3)cc1	-1%[76.3 µM]
CCCCN(C(=O)c1ccc(S(=O)(=O)N(CC)CC)cc1)c1c(N)n(CCC)c(=O)[nH]c1=O	-7%[76.3 µM]
Cc1ccc(NC(=O)CN(C)C(=O)COC(=O)CNS(=O)(=O)c2ccc(Br)cc2Cl)cc1	-4%[76.3 µM]
CCOc1ccc2ccccc2c1/C=N/NC(=O)CNC(=O)c1ccccc1O	-6%
Cc1ccccc1NC(=O)Cc1nc(COC(=O)c2cccc(C)c2O)cs1	4%[76.3 µM]

(more compounds)
SMILES	GAA glycogen mod
CC(C)CCn1c(=O)c2ccccc2n2c(CCC(=O)NCC3CCCO3)nnc12 (stereo not drawn)	-1%[76.3 µM]
O=C(Nc1ccc([N+](=O)[O-])cc1)Nc1cnccn1	-3%[76.3 µM]
CCc1ccc2nc(N(CCCN(C)C)C(=O)c3ccc(S(=O)(=O)N4CCCC4)cc3)sc2c1	3%[76.3 µM]
COc1ccc(CN(C)S(=O)(=O)c2nnc(NC(=O)c3cccc(C)c3)s2)cc1OC	-1%[76.3 µM]
O=C(c1ccccc1)C(O)C(c1ccccc1)N1CCOCC1 (stereo not drawn)	2%
CC1CC(C)CN(C(=O)CCS(=O)(=O)c2ccc3c(c2)NC(=O)CS3)C1 (stereo not drawn)	0%[76.3 µM]
COc1ccc(C(=O)NCCCN=C2NS(=O)(=O)c3ccccc32)cc1	-1%
CCn1c(CNC(=O)c2ccco2)nnc1SCC(=O)c1ccc(F)cc1	1%
